Yfh1-off respiration – mitochondrial function rescue without frataxin homolog – Friedreich's ataxia, plus single-dose screen, dose response (AID 1465). S. cerevisiae Yfh1-off respiration, WST-1 reduction, 72 h; higher fold induction means a stronger effect. fold induction at 50 µM, or EC50 in µM where a hit was titrated. 220,000 compounds, 0.074% hits;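 active means fold induction of absorbance versus untreated yeast above a set limit, then at least 30% activation at any dose in follow-up; inconclusive means repeats straddling the limit, or above it without dose testing; inactive means fold induction below the set limit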;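 further: activators that raise dye reduction in frataxin-depleted yeast; strong numbers were not always called active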
Insulin prom up – MIN6 insulin promoter up-regulation; AID 1625; 190,000 compounds, 0.3% hits; z-score at 5 µM; MIN6 insulin promoter-GFP reporter, high-content imaging; stronger effect = higher value;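 active means z-score above 3 at 5 µM with at least 500 cells counted in the well; inconclusive means wells under 500 cells, flagged as cytotoxic or low count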
Autophagy mod – modulators of autophagy; MEF GFP-LC3 puncta imaging; test concentration mostly 10 µM; AID 463193; 190,000 compounds, 0.98% hits; calls only at 10 µM (by protocol);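 active means percentage of spot-positive cells more than 3 SD above its plate mean, without a fluorescence outlier flag or 80% toxicity; inconclusive means no clear call, values can overlap the other calls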;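 further: spot-positive cell cutoff set from DMSO-treated cells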
M17LAP inhibition – P. falciparum M17LAP inhibitors, primary screen, biochemical, fluorogenic H-Leu-NHMec substrate, 1536-well (AID 1619); 220,000 compounds, 0.38% hits; recombinant M17LAP, H-Leu-NHMec fluorogenic kinetic assay; higher % means a stronger effect; one-dose inhibition, % at 30 µM; IC50 in µM for titrated hits;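 active means compound inhibiting the enzyme by more than half at any dose during confirmatory dose-response retesting; inconclusive means strong single-dose inhibitors picked by rank but not retested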;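 further: plate controls were full reaction with DMSO carrier for no effect and no enzyme background for full effect; strong numbers were not always called active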
Dynein transport – blocks dynein driven cargo transport along microtubules. AID 1381. z-score, hits read low. 220,000 compounds, 0.47% hits. 3617.4 mouse cells, GR-EGFP nuclear translocation imaging; test concentration mostly 20 µM; stimulated with dexamethasone, 1 µM; stronger effect = lower value;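 active means plate z-score of nuclear minus cytoplasmic receptor signal below a set negative limit, without overly bright fluorescence or cell loss, cut at about -3.5 in these data, passing the limit was not always enough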;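 further: z-score of nuclear minus cytoplasmic ring GR-EGFP intensity difference per well; some compounds called inactive have numbers as strong as hits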
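Buffer or medium: tet-free medium with charcoal-stripped serum / Also added: dexamethasone agonist, 1.0 µM final, for 30 min / Timing: induction 48 h, compound 1 h, agonist 30 min / Measured by: high-content fluorescence imaging after fixation / Read-out: nuclear-to-cytoplasmic GR-EGFP distribution per well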
NOD2 inhibition – inhibition of NOD2-driven NF-kB reporter – cell-based, luminescence, uHTS, HEK293 (AID 1566); HEK293 NOD2/NF-kB luciferase reporter, luminescence; higher % means a stronger effect; inhibition, % at 4 µM; hits with a dose series show EC50 in µM; 290,000 compounds, 0.63% hits; in the data active means inhibition above about 50%; further: many of its hits are not listed in these tables
MT stabilizer – stabilizes microtubules in HeLa cells; HeLa tubulin immunostaining HCS, 24 h; share of cells brighter than vehicle mean+2SD; 200,000 compounds, 0.83% hits; AID 2205; % tubulin-high responders, % at 10 µM;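 active means plate Z-score above 3 for both tubulin-high and condensed-nucleus cell shares, with cell loss under 80%, at 10 µM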;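 further: anti alpha tubulin signal scored within the nucleus-defined area of each cell; some results filed as inactive read as strong as hits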
bCat nuc transl – alters nuclear translocation of beta-catenin in HeLa cells. immunofluorescence imaging. nuclear translocation activity, % at 5 µM. 190,000 compounds, 0.3% hits. AID 1665;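 active means nuclear translocation activity above 50% at 5 µM, with a well cell count of 50 or more; inconclusive means wells under 50 cells across six images, flagged as toxic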;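 further: per-cell ratio of nuclear to cytoplasmic median beta-catenin stain intensity; plate controls were DMSO negative control for no effect and GSK-3 inhibitor IX positive control for full effect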
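Test system: human HeLa cells, endogenous beta-catenin. Times: 24 h compound exposure, 37°C. Measured by: beta-catenin immunofluorescence imaging with DAPI.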
NOD1 inhibition – inhibition of NOD1-driven NF-kB reporter – cell-based, luminescence, uHTS, primary screen (AID 1578); NOD1-driven NF-kB luciferase reporter cells, luminescence; higher % means a stronger effect; inhibition, % at 4 µM; hits with a dose series show EC50 in µM; 290,000 compounds, 1% hits; in the data active means inhibition mostly above about 36%, no sharp cut-off; inactive means mostly below about 34%;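 further: HEK-293T reporter cells stimulated with the NOD1 agonist gamma-tri-DAP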
Dynein transport cytoplasmic EGFP – second read-out of Dynein transport, no call of its own (marks repeat the call); z-score; measured here: cytoplasmic GR-EGFP intensity; stronger effect = higher value
Dynein transport nuclear GR-EGFP – further read-out of Dynein transport, marked with its call; z-score; measured here: nuclear GR-EGFP intensity;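 lower value marks the stronger effect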
Dynein transport cell count – further read-out of Dynein transport, marked with its call; z-score; measured here: cell count per field
Insulin prom up cell count – also measured in Insulin prom up; calls as there; cell count; measured here: cytotoxicity, nuclei count;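 total cells summed across four imaged fields per well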
bCat nuc transl cell count 5 µM – also measured in bCat nuc transl; calls as there; cell count; measured here: cell count, cytotoxicity flag
MT stabilizer Hoechst-high % – second read-out of MT stabilizer, no call of its own (marks repeat the call); % Hoechst-high responders; measured here: nuclear condensation Hoechst responders;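 share of cells brighter than vehicle mean plus two SD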
MT stabilizer cytotoxicity % – also measured in MT stabilizer; calls as there; toxicity, %; measured here: cytotoxicity by cell density;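 0% = mean cell density of plate MIN control wells and 100% = no cells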
Autophagy mod cell loss 18 h – further read-out of Autophagy mod, marked with its call; toxicity, %; measured here: cell loss, nuclei count;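 cell loss after 18 h compound exposure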
Numbers without * were called inactive; i = inactive; u = inconclusive; x = no result given.

No.	canonical_smiles	Yfh1-off respiration	Insulin prom up	Insulin prom up cell count	Autophagy mod	Autophagy mod cell loss 18 h	M17LAP inhibition	Dynein transport	Dynein transport cytoplasmic EGFP	Dynein transport nuclear GR-EGFP	Dynein transport cell count	NOD2 inhibition	MT stabilizer	MT stabilizer Hoechst-high %	MT stabilizer cytotoxicity %	bCat nuc transl	bCat nuc transl cell count 5 µM	NOD1 inhibition
1	O=C(c1ccc(S(=O)(=O)c2ccc(Cl)cc2)cc1)N1CCOCC1	i	-1.4	1488	i	3	-6%	-0.21	-0.3	0.17	0.32	5%	4.1	1.1	5.5	-0.2	1037	-14%
2	c1csc(C(c2nnnn2C2CCCC2)N2CCCC3(CCCCC3)C2)c1 (stereo not given)	i	-0.48	843	i	4	10%	0.11	-0.17	0.36	0.13	-21%	2.1	1.2	2.8	-4.0	1237	24%
3	COC(=O)c1cc2oc3ccccc3c2n1CC(=O)Nc1ccccc1OC	i	1.1	861	i	-8	-4%	0.0018	-0.2	0.23	0.33	-25%	1.6	1.7	8.4	x	x	-15%
4	CC(=O)c1c(C)[nH]c(C(=O)O)c1C	i	0.01	1510	i	24	-6%	0.76	-0.34	-0.24	-0.36	24%	2.9	3.4	11	-1.4	1087	-30%
5	O=C(Cc1ccc(Cl)cc1)Nc1ccccc1N1CCOCC1	i	-0.75	1593	i	9	-1%	1.1	0.076	0.46	-1.6	4%	4.3	3.0	3.8	1.6	1364	34%
6	COCCn1nnnc1C(c1cccs1)N1CCCC(C)C1 (stereo not given)	i	-1.1	1563	i	14	6%	1.4	0.019	1.3	-2.1	12%	2.1	1.7	12	0.0	1521	-21%
7	Nc1cccnc1Sc1cc(Cl)c(Cl)cc1Cl	i	0.3	899	i	27	-6%	0.079	-0.14	0.46	1.1	9%	1.8	0.4	3.7	-4.3	895	30%
8	CCn1c(SCC(=O)Nc2cc3oc4ccccc4c3cc2OC)nnc1-c1cccs1	i	-0.78	1277	i	-5	-4%	-1.5	0.28	-0.63	1	-3%	4.6	3.0	5.9	x	x	x
9	COc1cc(CNC2CCCCCCC2)cc(Br)c1OCC#N	i	-0.28	1332	i	-8	12%	-0.41	-0.31	-0.6	0.77	-8%	3.2	2.5	13	-1.3	583	-41%
10	COc1ccc(S(=O)(=O)NC(N)=NCCc2ccc(OC)c(OC)c2)cc1	i	0.33	1344	i	-2	6%	-0.89	-0.31	-0.36	0.5	0%	5.1	1.5	8.2	-1.0	1102	-14%
11	CCOCC(=O)Nc1nnc(COc2ccc(Cl)cc2)s1	i	0.75	1115	i	-1	-6%	-1	-0.22	-0.35	0.79	-4%	3.6	1.9	7.1	-8.8	939	-25%
12	COc1ccc(CN=Cc2c(O)[nH]c3ccccc23)cc1	i	0.42	1309	i	16	15%	-0.5	-0.2	-0.27	0.31	1%	1.5	1.8	6.2	-2.1	1125	-39%
13	CCCn1ncc(OC)c(Cl)c1=O	i	1.3	1581	i	-3	11%	0.086	-0.2	-0.11	0.27	10%	0.7	1.6	9.5	-2.7	1310	4%
14	O=c1sc2ccccc2c(N2CCCC2)c1[N+](=O)[O-]	i	0.02	1591	i	10	-3%	-0.013	-0.29	0.047	0.44	11%	3.7	1.9	11	-3.5	1031	-29%
15	O=C(NCC1CCCO1)C(=O)NCC(c1ccco1)N1CCN(c2ccc(F)cc2)CC1 (stereo not given)	i	-0.34	1390	i	2	-14%	-0.39	-0.29	-0.44	0.26	0%	4.2	2.9	6.0	-2.7	1112	-15%
16	Cc1noc(C)c1COC(=O)c1ccc2ccccc2n1	x	1	1396	i	-4	-2%	-0.54	-0.21	-0.02	0.24	10%	5.0	3.7	7.6	-3.2	881	-12%
17	CC(=O)Nc1ccc(S(=O)(=O)N2CCNC(=O)CC2)cc1	i	-0.36	823	i	-5	2%	1	0.0035	1.1	-1.1	8%	2.3	1.7	6.3	-0.6	1181	2%
18	CN1CCC2(CC1)N=C(c1ccc(F)cc1)C(=S)N2C(=O)c1ccc(C(C)(C)C)cc1	i	-0.43	1271	i	-14	-7%	-0.62	0.013	-0.41	-0.88	9%	4.8	2.2	0.9	0.7	1083	21%
19	COc1ccccc1-c1nnn(C/C(N)=N/O)n1	i	-0.4	1178	i	-21	-14%	1.7	-0.026	0.48	-1.6	8%	6.5	5.6	1.7	x	x	-19%
20	Cc1nc2ccccc2n1CC(O)COc1ccc(Br)cc1 (stereo not given)	i	-0.33	1318	i	14	2%	0.042	-0.33	-0.069	1	26%	1.3	2.0	7.2	0.2	961	8%
21	O=C(Nc1cccnc1)C1(F)C(F)(F)C(F)(F)C(F)(F)C(F)(F)C1(F)F	i	u	x	i	-1	11%	-1.5	-0.3	-0.61	0.79	16%	3.8	2.2	8.2	-1.9	1318	5%
22	O=c1cc(N2CCN(c3ccccc3)CC2)[nH]c(=O)n1-c1ccccc1	i	1.5	1211	i	2	2%	0.48	-0.23	0.17	0.45	8%	4.5	3.2	6.3	-0.9	1057	-19%
23	CC(=O)NC(CCS(C)(=O)=O)C(=O)Nc1nc(C)cs1 (stereo not given)	i	0.25	1164	i	-3	-1%	0.25	0.15	0.95	-1.4	-3%	1.5	2.2	6.3	-1.4	1219	-7%
24	COc1ccccc1CNC(=O)CSc1nc(C)cs1	i	-0.39	1194	i	15	-2%	-1	-0.34	-0.25	1.8	-22%	5.3	2.8	7.7	-1.1	1095	-29%
25	COc1cc(CNc2ncn[nH]2)ccc1OCC(=O)NC(C)(C)C	i	0.03	1495	i	0	20%	0.86	-0.22	0.92	-0.94	16%	2.6	1.7	5.6	2.8	931	-2%
26	CCN1CCN(CCCNC(=O)c2ccc3c(c2)NC(=O)c2ccccc2S3)CC1	i	-0.74	1553	i	8	6%	0.65	-0.16	0.5	-0.001	20%	3.2	2.5	4.5	2.7	1025	-6%
27	Cc1ccc(N2CCN(C(=O)CN3C(=O)c4ccccc4C3=O)CC2)cc1	i	-0.32	792	i	-18	10%	-0.084	-0.063	0.16	0.12	2%	2.7	1.3	4.2	-1.9	1215	-2%
28	O=S(=O)(NC1CC1)c1ccc(S(=O)(=O)N2CCC3(CC2)OCCO3)cc1	i	0.2	1410	i	8	-8%	0.56	-0.31	0.18	-0.074	6%	1.6	1.9	3.3	-0.2	1058	-37%
29	O=C(Nc1cc(Cl)ccc1N1CCOCC1)c1ccc2c(c1)OCCO2	i	-1.1	1283	i	-3	13%	0.16	-0.23	-0.48	0.5	12%	2.0	2.4	3.1	1.3	1495	-21%
30	CC1CCCC(C)N1CCCNC(=O)Cn1cc2c(n1)CCCC2 (stereo not given)	i	-0.72	925	i	4	-7%	-0.8	0.081	-0.37	0.4	-6%	3.4	3.2	7.7	x	x	-8%
31	C=CCOC(=O)C1=C[C@H](c2coc3ccccc3c2=O)C[C@H](OCc2ccc(CO)cc2)O1	i	-0.22	1241	i	12	8%	-0.73	-0.28	-0.11	0.0026	-10%	1.7	2.2	5.5	-1.2	1215	-12%
32	Clc1ccccc1CSC1=NCCCN1	i	x	x	i	1	3%	-0.49	-0.43	-0.35	0.75	4%	2.4	2.0	6.3	2.7	1086	11%
33	COc1ccc(C2c3[nH]c4ccccc4c3CCN2CCCn2cccn2)cc1C (stereo not given)	i	0.41	1447	i	-8	-36%	-0.11	-0.27	-0.053	0.038	2%	4.3	2.3	12	-1.3	995	-26%

Screens: PubChem BioAssay, several laboratories

An excerpt; rates above refer to the full screens.
